Screening data as filed in PubChem BioAssay.
DRD3 agonist – D3 dopamine receptor (human) agonism; AID 652048; D3R DiscoveRx beta-arrestin cells, luminescence, 90 min; max activation, %; hit rate 0.58% among 410,000; in the data active = max activation above about 30%; note: 0% is about no effect; mostly tested at two doses, the higher about 12 µM
Target sequence (P35462 whole entry, looked up): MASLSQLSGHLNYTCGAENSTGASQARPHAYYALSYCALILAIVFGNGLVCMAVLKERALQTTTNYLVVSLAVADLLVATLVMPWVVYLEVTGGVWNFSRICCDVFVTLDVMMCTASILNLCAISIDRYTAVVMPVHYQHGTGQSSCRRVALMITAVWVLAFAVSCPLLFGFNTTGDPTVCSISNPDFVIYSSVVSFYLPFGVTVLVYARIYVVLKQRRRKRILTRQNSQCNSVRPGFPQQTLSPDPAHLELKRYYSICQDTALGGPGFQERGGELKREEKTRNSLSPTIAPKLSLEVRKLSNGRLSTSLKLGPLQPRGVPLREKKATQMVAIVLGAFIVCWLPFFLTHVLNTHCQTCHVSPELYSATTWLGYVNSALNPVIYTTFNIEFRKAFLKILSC
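Agonist mode: compounds and dopamine controls were applied to plated cells for 90 min at 37 degrees C after an overnight attachment at 1500 cells/well. Luminescent read-out followed 30 - 60 minutes at room temperature with DiscoveRx detection reagent.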
KB-V1 MDR tox – KB-V1 MDR subline cytotoxicity; AID 1347076; KB-V1 MDR cells viability, CellTiter-Glo, 72 h; Potency, µM (titrated, usually from 46.1 µM), without a hit: top-dose activity change, negative = cytotoxicity, usual class: cytotoxic; hit rate 3.4% among 400,000; note: potency is the fitted concentration of half-maximal effect; % is set by controls: 0 for no effect and ±100 for the full control effect; nearly all actives have a fitted effect of over 60% in size
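Cytotoxicity via CellTiter-Glo luminescence after 72 h compound exposure at 37 degrees C. Cells: drug-selected KB-V1 line, DMEM phenol-red free plus 10% FBS. Compounds tested at multiple concentrations; normalized data fitted to concentration-effect curves.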
KB-3-1 cytotox – KB-3-1 parental cell cytotoxicity | hit rate 1.4% among 400,000 | Potency, µM (top dose mostly 46.1 µM), without a hit: at the highest dose activity change, negative = cytotoxic, hits mostly cytotoxic | KB-3-1 viability, CellTiter-Glo ATP luminescence, 72 h; note: potency is the fitted concentration of half-maximal effect; % is set by controls: 0 for no effect and ±100 for the full control effect; nearly all actives have a fitted effect of over 60% in size
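Multi-concentration cytotoxicity screen in KB-3-1 cells grown in DMEM lacking phenol red with 10% FBS. After 72 h at 37 °C with compound, ATP-dependent luminescence was recorded.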
HT1080NT lethal – kills 2HG-producing HT-1080-NT fibrosarcoma cells; HT-1080-NT fibrosarcoma viability, CellTiter-Glo ATP luminescence, 48 h; Potency, µM (top dose mostly 46.1 µM), inactives show at the top dose activity, negative = less viability, usual class: cytotoxic; hit rate 1.6% among 360,000;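 note: NT is the 2HG producing partner of a matched IDH1 knockdown line; potency is the fitted concentration of half-maximal effect; 0% = DMSO-treated cells and -100% = media-only wells without cells; nearly all actives have a fitted effect of over 55% in size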
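Fibrosarcoma NT cells, 750 per well in 5% FBS RPMI, were exposed to compound for 48 hours. Viability: CellTiter-Glo luminescence.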
GLP1R ag – activates the human GLP-1 receptor. HEK293 GLP-1R CRE-luciferase, luminescence, 4-6 h; cells express a hypersensitive GLP-1R form. hit rate 0.007% among 380,000. Potency, µM (series often up to 45.6 µM), inactives show at the highest dose activation, hits mostly activators. AID 624172; note: potency is the fitted concentration of half-maximal effect; % of control where 0% means no effect
Target sequence (P43220 whole entry, looked up): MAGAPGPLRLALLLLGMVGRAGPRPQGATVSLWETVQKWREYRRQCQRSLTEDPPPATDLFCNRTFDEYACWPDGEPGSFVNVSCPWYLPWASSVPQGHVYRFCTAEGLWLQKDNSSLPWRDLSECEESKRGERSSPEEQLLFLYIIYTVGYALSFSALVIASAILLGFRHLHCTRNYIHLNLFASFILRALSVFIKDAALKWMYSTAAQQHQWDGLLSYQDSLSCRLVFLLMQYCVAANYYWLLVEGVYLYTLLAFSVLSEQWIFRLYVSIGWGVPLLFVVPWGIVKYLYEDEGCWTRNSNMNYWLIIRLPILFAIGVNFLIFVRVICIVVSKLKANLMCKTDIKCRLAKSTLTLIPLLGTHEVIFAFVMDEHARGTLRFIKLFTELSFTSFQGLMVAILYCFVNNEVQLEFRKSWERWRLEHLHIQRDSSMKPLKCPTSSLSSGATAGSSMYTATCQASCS
DRD3 antagonist – blocks the human D3 dopamine receptor; hit rate 2.5% among 360,000; D3R cells, DiscoveRx beta-arrestin luminescence, antagonist mode; active compounds read low; P35462; max response, negative = inhibition, %; in the data active = max response below about -50%; inconclusive = no clear call, values can overlap the other calls; note: % is set by controls: 0 for no effect and ±100 for the full control effect; mostly tested at two doses, the higher about 12 µM
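Cells plated overnight at 1500 cells/well, then exposed to library compounds with dopamine controls for 90 minutes at 37 degrees C. DiscoveRx reagent added for 30–60 minutes at room temperature; luminescence read, quantitative HTS format.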
IL1B secr inh – inhibitors of inflammasome signaling (IL-1 beta secretion). activity change, % at 57.5 µM. hit rate 4.7% among 360,000. THP-1 LPS/ATP IL-1B secretion, AlphaLISA, 16 h; active compounds read low; in the data active = activity change below about -50%; inconclusive = mostly about -30% to -49%; note: % is set by controls: 0 for no effect and ±100 for the full control effect
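Secreted IL-1B measured by AlphaLISA bead assay after 16 h compound exposure of THP-1 cells; compounds (final up to 57.5 uM) added 1 h before LPS (250 ng/mL) and ATP (1.25 mM) stimulation; lower signal means less secretion.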
HT1080 IDH1KD tx – HT-1080 IDH1 knockdown cell toxicity (counter line); AID 686971; HT-1080 IDH1 knockdown viability, ATP luminescence, 48 h; hit rate 2% among 360,000; Potency, µM (series often up to 46.1 µM), without a hit: at the highest dose activity, negative = toxicity, actives largely listed as cytotoxic;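 note: potency is the fitted concentration of half-maximal effect; 0% = DMSO wells and -100% = cell-free medium wells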
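Assay cells: HT-1080 with IDH1 knockdown, 750 per well, RPMI/5% FBS. Exposure: 48 h at 37 °C following 2 h pre-incubation. Read: CellTiter-Glo luminescence; fitted concentration-response, curve class assigned.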
SW480 rereplic – inducers of DNA re-replication in SW480 colon cancer cells | Potency, µM (series often up to 46.1 µM), for inactives: at the highest dose re-replication activation, usual class: activators | SW480 DNA re-replication, Hoechst DNA content imaging, 48 h | hit rate 1.8% among 340,000; note: potency is the fitted concentration of half-maximal effect; % of control where 0% means no effect; nearly all actives have a fitted effect of over 55% in size
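Quantitative HTS format with DMSO vehicle controls; 48 hr drug incubation at 37 C, then 40 min Hoechst staining and scanning imager measurement at 405 nm excitation.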
Starred values were filed as active, the others as inactive; & = joins results of further samples; [ ] = dose if it differs, or a comment. Unless noted, calls come from the whole dose curve; as a rule, active = well fitted curve in the direction sought with a large enough effect; inconclusive = small, poorly fitted or top-dose-only effect, or another doubt; inactive = no such curve, though single readings can be large; an effect the other way counts as inactive or inconclusive.

CC(NC(=O)CN(c1ccc(Cl)cc1)S(C)(=O)=O)c1ccccc1 (stereo not drawn) was read as DRD3 agonist 5, KB-V1 MDR tox 2%, KB-3-1 cytotox 3%, HT1080NT lethal 6%, GLP1R ag -11%, DRD3 antagonist 7, IL1B secr inh -9, HT1080 IDH1KD tx 7% and SW480 rereplic -3%.
For O=C1NC[C@H](CCCCN2C[C@H](Cc3ccc(O)cc3)N(Cc3ccccc3)C(=O)C2=O)N(Cc2ccccc2)C1=O the results were DRD3 agonist -11, KB-V1 MDR tox 12%, KB-3-1 cytotox 11%, HT1080NT lethal 20%, GLP1R ag -3%, DRD3 antagonist inconclusive, IL1B secr inh 14 and HT1080 IDH1KD tx 16%.
CCCC(=O)Nc1nnc(-c2ccc3c(c2)OCCO3)o1 was read as DRD3 agonist 3, KB-V1 MDR tox 3%, KB-3-1 cytotox 6%, HT1080NT lethal 5%, GLP1R ag 0%, DRD3 antagonist 16, IL1B secr inh 22, HT1080 IDH1KD tx 25% and SW480 rereplic 6%.
Screening CCC(=O)c1ccc(OCC(O)CNC(C)c2ccccc2)cc1 (stereo not drawn) returned DRD3 agonist -6, KB-V1 MDR tox 3%, KB-3-1 cytotox -15%, HT1080NT lethal -25%, GLP1R ag 2%, DRD3 antagonist 1, IL1B secr inh 3, HT1080 IDH1KD tx -14% and SW480 rereplic 1%.
Screening N#Cc1c(Nc2ccc(F)cc2)sc(C(=O)c2ccccc2)c1N returned DRD3 agonist 0, KB-V1 MDR tox 0%, KB-3-1 cytotox 1%, HT1080NT lethal -20%, GLP1R ag 15%, DRD3 antagonist -6, IL1B secr inh 14, HT1080 IDH1KD tx -9% and SW480 rereplic inconclusive.
`Cn1c(SCC(=O)NNC(=O)c2ccc(Cl)cc2)nnc1-c1cccnc1` gave DRD3 agonist 1, KB-V1 MDR tox 11%, KB-3-1 cytotox 3%, HT1080NT lethal 5%, GLP1R ag -1%, DRD3 antagonist 4, IL1B secr inh -8, HT1080 IDH1KD tx 1% and SW480 rereplic 0%.
For CCCN1C(=O)/C(=C/c2c(N3CCNC(=O)C3CC(=O)OCC)nc3c(C)cccn3c2=O)SC1=S (stereo not drawn) the results were DRD3 agonist -21, KB-V1 MDR tox inconclusive, KB-3-1 cytotox inconclusive, HT1080NT lethal 14%, GLP1R ag 1%, DRD3 antagonist 10, IL1B secr inh 15, HT1080 IDH1KD tx 8% and SW480 rereplic -19%.
Screening Fc1ccccc1OCCCCCN1CCCC1 returned DRD3 agonist -8, KB-V1 MDR tox -23%, KB-3-1 cytotox 12%, HT1080NT lethal 9%, GLP1R ag -3%, DRD3 antagonist 1, IL1B secr inh 4, HT1080 IDH1KD tx 16% and SW480 rereplic 6%.
For CCOC(=O)c1ccc(NC(=S)N2CCC(C(N)=O)(N3CCCCC3)CC2)cc1 the results were DRD3 agonist -12, KB-V1 MDR tox inconclusive, KB-3-1 cytotox -13%, HT1080NT lethal -3%, GLP1R ag 5%, DRD3 antagonist -4, IL1B secr inh inconclusive, HT1080 IDH1KD tx -1% and SW480 rereplic 2%.
Screening COC(=O)C1=C(C(=O)OC)[C@@H]2N(C)c3ccc(OC)cc3[C@@]23C[C@@H](C(=O)OC)N(S(=O)(=O)c2ccc(OC)cc2)C3=N1 returned DRD3 agonist -19, KB-V1 MDR tox -13%, KB-3-1 cytotox -1%, HT1080NT lethal 5%, GLP1R ag 5%, DRD3 antagonist -23, IL1B secr inh -2, HT1080 IDH1KD tx -2% and SW480 rereplic -1%.
CCc1ccc(N2CC(C(=O)N3CCN(c4ccccn4)CC3)CC2=O)cc1 (stereo not drawn) was read as DRD3 agonist 1, KB-V1 MDR tox inconclusive, KB-3-1 cytotox 17%, HT1080NT lethal -3%, GLP1R ag -4%, DRD3 antagonist 0, IL1B secr inh -20, HT1080 IDH1KD tx -4% and SW480 rereplic 2%.
For COc1ccc(NC(=S)NC2CCCCCC2)c(OC)c1 the results were DRD3 agonist 3, KB-V1 MDR tox 18µM*, KB-3-1 cytotox inconclusive, HT1080NT lethal 20%, GLP1R ag 0%, DRD3 antagonist 16, IL1B secr inh -7, HT1080 IDH1KD tx 3% and SW480 rereplic 0%.
For Cc1nn(CC(=O)N2CCCC2)c(=O)c2nn(-c3ccccc3)c(C)c12 the results were DRD3 agonist 5, KB-V1 MDR tox inconclusive, KB-3-1 cytotox -5%, HT1080NT lethal 12%, GLP1R ag -1%, DRD3 antagonist -2, IL1B secr inh 0, HT1080 IDH1KD tx 12% and SW480 rereplic -2%.
CCOC(=O)/C(=N\Nc1ccccc1)c1csc(Nc2ccc(C)cc2)n1 was read as DRD3 agonist -11, KB-V1 MDR tox 1%, KB-3-1 cytotox -12%, HT1080NT lethal inconclusive, GLP1R ag 5%, DRD3 antagonist -28, IL1B secr inh inconclusive, HT1080 IDH1KD tx 1%[9.24 µM] and SW480 rereplic -6%.
COc1ccc(Cc2c(-c3cccc(Br)c3)nc3ccc(Cl)cn23)c(C)c1 was read as DRD3 agonist 2, KB-V1 MDR tox 14%, KB-3-1 cytotox 0%, HT1080NT lethal -7%, GLP1R ag 19%, DRD3 antagonist 4, IL1B secr inh 20 and HT1080 IDH1KD tx 1%.
`COc1ccc(-c2ncc(CN3CCN(CCC(C)C)C(CCO)C3)cn2)cc1` (stereo not drawn) gave DRD3 agonist -4, KB-V1 MDR tox -1%, KB-3-1 cytotox -6%, HT1080NT lethal -16%, GLP1R ag -2%, DRD3 antagonist 2, IL1B secr inh -26, HT1080 IDH1KD tx -2% and SW480 rereplic -4%.
Cc1ccc(CCNC(=O)c2cc3c(-c4ccccc4F)nn(C)c3s2)cc1 was read as DRD3 agonist 8, KB-V1 MDR tox 0%, KB-3-1 cytotox -8% and GLP1R ag 1%.
For CCN1C(=O)N(C(C)=O)C2C1N(C(C)=O)C(=O)N2C(C)=O (stereo not drawn) the results were DRD3 agonist 10, KB-V1 MDR tox -26%, KB-3-1 cytotox 23%, HT1080NT lethal 9%, GLP1R ag 10%, DRD3 antagonist 0, IL1B secr inh 10, HT1080 IDH1KD tx 8% and SW480 rereplic 1%.
CCC1CN(C(=O)N2CCC(C(=O)Nc3ccccc3F)CC2)c2ccccc2O1 (stereo not drawn) was read as DRD3 agonist 0&8, KB-V1 MDR tox 0%, KB-3-1 cytotox 17%, HT1080NT lethal -3%, GLP1R ag 5%, DRD3 antagonist -22, IL1B secr inh 0, HT1080 IDH1KD tx -1% and SW480 rereplic -2%.
Screening CCOc1ccc2nc(SCC(=O)N3CCCc4ccccc43)sc2c1 returned DRD3 agonist -5, KB-V1 MDR tox 0%, KB-3-1 cytotox -1%, HT1080NT lethal 8%, GLP1R ag 14%, DRD3 antagonist 8, IL1B secr inh 31, HT1080 IDH1KD tx -7% and SW480 rereplic -3%.
`Cc1c(CCC(=O)NCCCCCC(=O)O)c(=O)oc2cc3occ(-c4ccccc4)c3cc12` gave DRD3 agonist -5, KB-V1 MDR tox 25%, KB-3-1 cytotox 6%, HT1080NT lethal -6%, GLP1R ag 0%, DRD3 antagonist 19, IL1B secr inh -15, HT1080 IDH1KD tx 0% and SW480 rereplic -10%.
For COc1ccccc1CC(=O)N(Cc1ccccc1)c1ccc(C)cc1 the results were DRD3 agonist 3, KB-V1 MDR tox 0%, KB-3-1 cytotox -11%, HT1080NT lethal -25%, GLP1R ag 12%, DRD3 antagonist 5, IL1B secr inh -19, HT1080 IDH1KD tx inconclusive and SW480 rereplic 105%.
O=C(NCc1ccccc1)C(=O)NCC1OCCN1C(=O)c1cccs1 (stereo not drawn) was read as DRD3 agonist 2, KB-V1 MDR tox 17%, KB-3-1 cytotox 17%, HT1080NT lethal 14%, GLP1R ag 0%, DRD3 antagonist 9, IL1B secr inh -8, HT1080 IDH1KD tx 5% and SW480 rereplic -2%.
Screening CCCCn1c(=N)n(CC(=O)c2ccc(Br)s2)c2ccccc21 returned DRD3 agonist -9, KB-V1 MDR tox inconclusive, KB-3-1 cytotox -18%, HT1080NT lethal inconclusive, GLP1R ag 16%, DRD3 antagonist 1, IL1B secr inh -98*, HT1080 IDH1KD tx inconclusive and SW480 rereplic inconclusive.
Screening CC(C)C(C)(C#N)NC(=O)CSc1nnc(-c2ccncc2)n1Cc1ccccc1 (stereo not drawn) returned DRD3 agonist -10, KB-V1 MDR tox -32%, KB-3-1 cytotox -26%, HT1080NT lethal -16%, GLP1R ag -4%, DRD3 antagonist -21, IL1B secr inh -6, HT1080 IDH1KD tx -2% and SW480 rereplic 2%.
COc1ccc(/C=N/n2cnc3c([nH]c4ccc(C)cc43)c2=O)cc1CN1CCCC1 was read as DRD3 agonist 1, KB-V1 MDR tox inconclusive, KB-3-1 cytotox inconclusive, HT1080NT lethal 20%, GLP1R ag 6%, DRD3 antagonist -8, IL1B secr inh -102*, HT1080 IDH1KD tx -3% and SW480 rereplic inconclusive.
Cc1nc(N)sc1-c1csc(Nc2cccc(C(=O)O)c2)n1 was read as DRD3 agonist 3, KB-V1 MDR tox 12%, KB-3-1 cytotox 3%, HT1080NT lethal 5%, GLP1R ag -5%, DRD3 antagonist 3, IL1B secr inh 23, HT1080 IDH1KD tx 1% and SW480 rereplic -4%.
Screening C=CCNC(=O)c1onc(CSc2ccccc2)c1C(=O)NCC=C returned DRD3 agonist 1, KB-V1 MDR tox -14%, KB-3-1 cytotox 0%, HT1080NT lethal 1%, GLP1R ag 10%, DRD3 antagonist 6, IL1B secr inh -4, HT1080 IDH1KD tx -1% and SW480 rereplic inconclusive.
`O=C(CN1CCCCCC1)Nc1ccc(F)c(F)c1` gave DRD3 agonist -14, KB-V1 MDR tox 22%, KB-3-1 cytotox 19%, HT1080NT lethal -1%, GLP1R ag 6%, DRD3 antagonist -24, IL1B secr inh 4, HT1080 IDH1KD tx 3% and SW480 rereplic -1%.

Compounds were not picked by outcome; overall some 12% were active at least once.
